thrombin 1536 – blocks human thrombin protease activity | AID 1046 | actives 0.26% (n = 220,000) | inhibition, % at 5 µM | alpha-thrombin, Boc-VPR-AMC fluorogenic substrate cleavage;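 active means inhibition at or above 40%; inactive means inhibition below 40%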;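 further: 0% = enzyme with no compound and 100% = wells without enzyme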
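Material: human alpha-thrombin enzyme / Medium: pH 7.5 Tris (50 mM) with NaCl 150 mM, Tween 20 0.05% / Compound: single-point dosing at 5 µM, 0.2% DMSO / Incubation: enzyme reaction carried out at room temperature / Detection: AMC fluorescence, 355/460 nm / Read-out basis: percent inhibition scaled between no-compound controls and no-enzyme blanks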
KCC2 mod – modulates chloride dependent transport by human KCC2; B-score of Tl+ flux slope (higher = more flux/activation; lower = inhibition) at 10 µM; actives 2.2% (n = 190,000); Q9H2X9; KCC2 cells, thallium flux FluoZin-2 fluorescence;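 active means thallium flux slope and its plate-corrected score both differing from the plate sample mean at a set confidence after two filtering rounds, in either direction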;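 further: slope of fluorescence scaled to starting intensity during 10 to 20 s after thallium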
Furin inhibitor – blocks human furin protease activity; P09958; purified furin, fluorogenic substrate cleavage; inhibition, % at 30 µM; actives 0.061% (n = 220,000); AID 463115; in the data active means inhibition above about 25%; further: inactives centre near -15
Target sequence (P09958 108-714 limits assumed): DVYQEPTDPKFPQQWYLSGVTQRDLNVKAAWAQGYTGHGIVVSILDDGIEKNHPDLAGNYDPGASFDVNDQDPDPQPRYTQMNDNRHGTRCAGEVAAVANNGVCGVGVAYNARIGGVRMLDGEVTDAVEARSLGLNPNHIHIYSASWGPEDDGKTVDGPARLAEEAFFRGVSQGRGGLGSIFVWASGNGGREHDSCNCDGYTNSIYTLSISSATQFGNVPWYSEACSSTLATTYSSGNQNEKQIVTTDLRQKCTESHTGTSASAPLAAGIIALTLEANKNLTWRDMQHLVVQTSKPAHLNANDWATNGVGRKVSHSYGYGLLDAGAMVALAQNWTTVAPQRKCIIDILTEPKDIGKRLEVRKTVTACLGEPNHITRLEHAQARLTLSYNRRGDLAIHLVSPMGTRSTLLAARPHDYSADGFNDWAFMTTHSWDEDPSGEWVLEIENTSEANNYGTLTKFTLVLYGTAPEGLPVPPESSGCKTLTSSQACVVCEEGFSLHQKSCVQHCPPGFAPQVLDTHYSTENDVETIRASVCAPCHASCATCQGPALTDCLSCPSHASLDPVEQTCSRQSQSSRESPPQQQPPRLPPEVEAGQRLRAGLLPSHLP
Rad51 HR inh – Rad51 (human) homologous recombination inhibition; hRad51 DNA strand exchange, fluorescence dequenching; inhibition, % at 10 µM; actives 0.085% (n = 200,000);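 active means inhibition above 40% at the single screening dose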;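 further: 0% = DMSO control wells and 100% = blanks with heterologous ssDNA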
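Test system: preformed human Rad51 ssDNA filaments. Compound dosing: single dose, 10 µM final compound. Incubation: filaments 15 min 37 °C, then compound 30 min. Technique: FRET fluorescence dequenching, excitation 485 nm, emission 520 nm. Read-out basis: percent inhibition from fluorescence, normalised to plate control and blank means. Benchmarks: plate controls and plate blanks.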
14-3-3 Bad PPI – disrupts binding of bovine 14-3-3 zeta to phospho-Bad peptide; P63103; TR-FRET 14-3-3zeta/Dy647-pBad peptide displacement, 1 h; inhibition, % at 21.7 µM; actives 0.71% (n = 220,000);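 active means inhibition above about 70%, limit read from the data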;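 further: 0% = full 14-3-3 plus peptide FRET controls and 100% = background without 14-3-3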
Target sequence (P63103 whole entry, looked up): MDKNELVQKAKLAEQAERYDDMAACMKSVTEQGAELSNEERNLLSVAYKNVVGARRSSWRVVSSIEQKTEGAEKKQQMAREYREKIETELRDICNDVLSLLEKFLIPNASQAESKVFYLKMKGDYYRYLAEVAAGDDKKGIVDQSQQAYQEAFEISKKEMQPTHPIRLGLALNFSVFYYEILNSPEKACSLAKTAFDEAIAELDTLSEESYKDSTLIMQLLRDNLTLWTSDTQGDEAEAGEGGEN
eIF4E-4G inh – inhibitors of eIF4E and eIF4G interaction in translation initiation | P63073+Q04637 | TR-FRET eIF4E-eIF4GI(517-606) binding, 2 h | inhibition, % at 21.7 µM | actives 0.37% (n = 220,000) | AID 782;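 further: 0% = full FRET control wells and 100% = background wells lacking eIF4GI fragment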
hK5 inh – inhibitors of human kallikrein 5 | Q9Y337 | recombinant hK5, fluorogenic AMC substrate cleavage | inhibition, % at 5 µM | actives 0.59% (n = 210,000) | AID 873;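 active means inhibition of 40% or more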;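 further: 0% = enzyme controls without compound and 100% = no-enzyme blanks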
EBV gp42 inh – EBV gp42 inhibition; actives 0.42% (n = 220,000); AID 1085; Fluorescence polarization binding assay, mP read-out; Q1HVG2; inhibition, % (tested at 21.74 µM); in the data active means inhibition above about 50%
p47phox inh – blocks human p47phox regulatory protein of NADPH oxidases; actives 0.53% (n = 220,000); p47phox/p22phox peptide binding, fluorescence polarization, 2 h; inhibition, % at 24.7 µM;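 further: 0% = p47phox with labelled peptide and 100% = labelled peptide alone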
Starred values were filed as active, the others as inactive; nt = not tested or not shown; [ ] = another dose, or the depositor's remark.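 How the source made its calls, unless noted: active means inhibition above about 30% (limit read from the data); inactive means the rest.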

SMILES	thrombin 1536	KCC2 mod	Furin inhibitor	Rad51 HR inh	14-3-3 Bad PPI	eIF4E-4G inh	hK5 inh	EBV gp42 inh	p47phox inh
COc1ccc(CCNC(=O)c2ccc(-c3ccc([N+](=O)[O-])cc3)o2)cc1OC	-8	-0.96	-13	-6	8[fluorescence artefact?]	5	-2	-6	-12
COc1cc(Cn2c(N)c(C#N)c3nc4ccccc4nc32)cc(OC)c1	-5	nt	-28	nt	-8	0[fluorescence artefact?]	-149	-1	-10
Cc1ccc(S(=O)(=O)N2CCC(C(=O)C3C(=O)CCCC3=O)CC2)cc1	-4	nt	-7	-6	-11	-1	5	-5	2
COc1ccc(CCNC(=O)CSc2ccccn2)cc1OC	0	-0.18	-16	-15	3	5	-3	-21	5
Cc1ccc(SCC(=O)Nc2cc([N+](=O)[O-])ccc2O)cc1	4	-3.5	-17	-41	-8	2	5	-9	-2
Cc1cc(C)n(-c2nc3sc4c(c3c3nnc(SCC(N)=O)n23)CC(C)(C)OC4)n1	-6	-0.27	-14[20 µM]	6	-12	3	6	-13	1
CC(C)(C)C(=O)NC1(C(F)(F)F)C(=O)Nc2c1c(=O)[nH]c(=O)n2Cc1ccco1 (stereo not drawn)	4	0.92	-21	nt	11	-1	-26	-8	-9
N#CCSc1nc2ccc(N3CCOCC3)cc2c(=O)n1CCc1ccccc1	0	2.8	-12[20 µM]	-11	nt	nt	-5	-10	-13
CC1(C)Cc2cccc(OCC(O)CNCc3ccccn3)c2O1 (stereo not drawn)	1	nt	-14	2	-5	-7	-8	-22	-9
CCC(CC)c1nn2c(N)c(/C=C3\C(C)=Nc4ccccc43)c(=O)nc2s1	-4	-0.2	-13	3	-4	-2	2	-17	-72
Nc1ccccc1Sc1ccc(C(F)(F)F)cc1[N+](=O)[O-]	-4	0.48	-13	-10	-14	0	-1	-3	-7
COc1cc(C2Nc3ccccc3C(=O)N2c2ccccc2OC)ccc1O (stereo not drawn)	0	-0.55	-28	nt	-16	4	-2	-8	-11
CCCc1nnc(SCC(=O)N2C(C)CCCC2C)n1CC (stereo not drawn)	9	0.77	-26	17	6	1	4	-21	-4
COc1ccc(NC(C)=O)cc1NC(=O)c1ccc(Cl)cc1	-5	0.39	-6	0	-6	3	-11	-15	-6
Cc1cc(C)c(NC(=S)NC(CO)(CO)CO)c(C)c1	-3	0.13	-14	nt	1	-3	-2	-18	-10
CC(C)(C)n1nnnc1C(c1cccnc1)N1CCN(C(=O)c2ccco2)CC1 (stereo not drawn)	6	-0.27	-23[20 µM]	9	13	4	-8	-26	-15
COC(=O)/C=C(\C)NC(=O)c1ccccc1Cl	-4	nt	-17	0	15	3	3	-18	5
O=C(NCCCn1ccnc1)c1ccc(Cl)cc1	0	0.17	-36	17	-7	-6	3	-1	-3
CCOc1ccc2nc(NC(=O)C3CCCN(S(=O)(=O)c4c(C)noc4C)C3)sc2c1 (stereo not drawn)	-6	0.34	-22	9	1	-23	2	-3	10
Nc1ccc(N2CCN(c3cccc(Cl)c3)CC2)cc1	-8	-0.065	-17	nt	0	-3	-20	-6	4
O=C(Cn1nnc(-c2ccccc2F)n1)Nc1cccc2ncccc12	-4	nt	-19	-9	16	-3	-9	-3	9
CC(OC(=O)c1ccc(-c2ccc([N+](=O)[O-])cc2)o1)C(=O)NC(N)=O (stereo not drawn)	-4	0.44	-17	16	26	5	-2	-14	-1
Cc1ccc(C2=NOC3(CC(=O)N(c4ccc(C)cc4)C3=O)C2)cc1 (stereo not drawn)	-2	-0.61	-24	-5	5	3	1	-6	-24
O=C(Cn1cncn1)N/N=C/c1ccncc1	-8	0.09	-13	nt	-7	-2	2	-3	-3
Cc1ccc(NC(=S)N/N=C2\CC3CC=CC23)c(C)c1 (stereo not drawn)	-3	0.18	-19	-2	-8	0	-22	-6	-10

An excerpt of these results, with each value named:
CC(C)(C)C(=O)NC1(C(F)(F)F)C(=O)Nc2c1c(=O)[nH]c(=O)n2Cc1ccco1 (stereo not drawn)
  thrombin 1536 = 4 | KCC2 mod = 0.92 | Furin inhibitor = -21 | Rad51 HR inh = nt | 14-3-3 Bad PPI = 11 | eIF4E-4G inh = -1 | hK5 inh = -26 | EBV gp42 inh = -8 | p47phox inh = -9

N#CCSc1nc2ccc(N3CCOCC3)cc2c(=O)n1CCc1ccccc1
  thrombin 1536 = 0 | KCC2 mod = 2.8 | Furin inhibitor = -12[20 µM] | Rad51 HR inh = -11 | 14-3-3 Bad PPI = nt | eIF4E-4G inh = nt | hK5 inh = -5 | EBV gp42 inh = -10 | p47phox inh = -13

Reprinted at random: five records from the list, in no set order.
SMILES	thrombin 1536	KCC2 mod	Furin inhibitor	Rad51 HR inh	14-3-3 Bad PPI	eIF4E-4G inh	hK5 inh	EBV gp42 inh	p47phox inh
O=C(Cn1nnc(-c2ccccc2F)n1)Nc1cccc2ncccc12	-4	nt	-19	-9	16	-3	-9	-3	9
O=C(NCCCn1ccnc1)c1ccc(Cl)cc1	0	0.17	-36	17	-7	-6	3	-1	-3
O=C(Cn1cncn1)N/N=C/c1ccncc1	-8	0.09	-13	nt	-7	-2	2	-3	-3
N#CCSc1nc2ccc(N3CCOCC3)cc2c(=O)n1CCc1ccccc1	0	2.8	-12[20 µM]	-11	nt	nt	-5	-10	-13
Cc1cc(C)n(-c2nc3sc4c(c3c3nnc(SCC(N)=O)n23)CC(C)(C)OC4)n1	-6	-0.27	-14[20 µM]	6	-12	3	6	-13	1

Returning to the listing; the 2 compounds before the break are reprinted first.
SMILES	thrombin 1536	KCC2 mod	Furin inhibitor	Rad51 HR inh	14-3-3 Bad PPI	eIF4E-4G inh	hK5 inh	EBV gp42 inh	p47phox inh
O=C(Cn1cncn1)N/N=C/c1ccncc1	-8	0.09	-13	nt	-7	-2	2	-3	-3
Cc1ccc(NC(=S)N/N=C2\CC3CC=CC23)c(C)c1 (stereo not drawn)	-3	0.18	-19	-2	-8	0	-22	-6	-10
COc1ccc(CCN2C(=O)CCC2(C)C(=O)NCc2cccnc2)cc1OC (stereo not drawn)	-2	-1.4	-11[20 µM]	2	9	7	5	-5	7
COC(=O)c1ccccc1NC(=O)CNC(=O)c1ccc(OC)c(OC)c1	2	-1.2	-7	16	-4	-4	-18	-8	-7
CCOC(=O)C(C)N1C(=O)S/C(=C/c2cc(C)n(-c3ccccn3)c2C)C1=O (stereo not drawn)	-5	nt	-3[20 µM]	-6	-28	2	-18	8	-15
O=[N+]([O-])c1cccnc1Oc1ccccc1F	-1	-0.0079	-13	-9	5	2	1	-8	-3
O=C(O)c1cccc(NC2=C(n3nnc4ccccc43)C(=O)c3ccccc3C2=O)c1	-16	-0.66	-9	nt	2	0	-4	-12	-6
CN(C)CCCN(CCCNC(=O)/C=N/O)Cc1ccccc1	-2	-0.1	-20	-3	1	-2[fluorescence artefact?]	-5	-11	-3
CC(C)c1ccc(C(=O)CC2(O)C(=O)N(CN3CCOCC3)c3ccccc32)cc1 (stereo not drawn)	-1	-0.019	-5[20 µM]	2	-6	-6	1	-10	-1
COCCOC(=O)/C(=C/c1ccc(OC(=O)c2ccccc2)cc1)C(C)=O	-18	-0.81	-12	-5	2	-2	-13	8	9
Cc1cc(C)cc(NC(=O)CN2CCN(c3ncccn3)CC2)c1	-1	nt	-18[20 µM]	-12	6	2	6	-8	-10
COC(=O)c1ccc(C)c(NC(=O)c2ccc(Cl)c([N+](=O)[O-])c2)c1	-5	-0.73	2	3	-13	2	-23	-7	2
Cc1cccn2c(=O)c(C=Nc3ccc(Cl)cc3)c(NCCO)nc12	0	-0.017	-23[20 µM]	0	-4	5	10	0	-9
O=C(/C=C/c1ccccc1)N1CCN(CCN2C(=O)c3cccc4cccc(c34)C2=O)CC1	3	-1.9	-12	nt	-25[fluorescence artefact?]	-5	-1	1	1
O=C(COC(=O)c1ccc(Cl)nc1)Nc1ccccc1OC(F)F	-6	0.044	-7	2	7	1	-9	-12	-3
CCCNC(=S)N1CC2(C)CN(C(=O)C(=O)OC)CC(C)(C1)C2=O	5	-0.048	-29	12	-16	0	-4	-6	-6
O=C(NC1CCCCCC1)c1ccc2c(=O)n3c(nc2c1)CCCCC3	4	0.6	-13[20 µM]	-9	2	-16	-4	-22	-9
COCc1cc(C)n(CC(=O)Nc2ccc(Cl)cc2Cl)c(=O)c1C#N	-5	0.64	-24[20 µM]	-8	5	5	-16	-28	-2
CC1(C)CC(=O)C(C=NCCN2CCN(C(=O)NC34CC5CC(CC(C5)C3)C4)CC2)=C(O)C1	2	0.017	-12	8	-9	5	-4	-20	-2
CCCOC(=O)c1c(N)sc(C(=O)OCC)c1C	-3	-0.64	-18	nt	-1	3[fluorescence artefact?]	-16	3	-1

High-throughput results from PubChem BioAssay.
